mIAP act – increases mouse intestinal alkaline phosphatase activity; muIAP, CDP-Star luminescence, 30 min; hits give high values; 1 = vehicle-only enzyme signal, 0 = enzyme-free wells; activation factor at 10 µM; 0.24% of 330,000 active;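 active = activation factor of at least 2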; note: the source names both 10 and 20 µM as test concentration; values of inactives mirror those of a sister screen read the other way
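Assay system: mouse IAP enzyme / Compound: DMSO-dissolved test compounds / Timing: 30 min, room temperature / Measured by: luminescence from enzymatic CDP-Star hydrolysis / Control set: DMSO-only wells, enzyme-free buffer wells as negative control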
MIN6 prolif – inducers of beta-cell replication in MIN6 cells; MIN6 cells proliferation, ATPlite luminescence, 48 h; cells starved in 0.2% serum; 100% = growth in 10% serum; AID 2380; 0.29% of 330,000 active; proliferation, % at 10 µM;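 active = compounds whose signal lies at least 3.5 SD above the mean of all wells on their plate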;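 note: 0% = DMSO-treated cells in low-serum medium and 100% = 10% serum control; some compounds called inactive have numbers as strong as hits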
mIAP block – mouse IAP inhibition | purified mouse IAP, CDP-Star luminescence, 30 min | inhibition, % at 10 µM | 0.2% of 330,000 active | AID 2806;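 active = inhibition of at least 40% at 10 µM in the primary screen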;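 note: plate controls were DMSO with enzyme for no effect and no enzyme wells for full effect; values of inactives mirror those of a sister screen read the other way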
A3G deaminase – blocks human APOBEC3G single-stranded DNA deamination; Q9HC16; recombinant A3G, ssDNA deamination FAM/TAMRA fluorescence; inhibition, % at 20 µM; 0.28% of 330,000 active; AID 493012;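 active = inhibition of at least 40% at 20 µM, with no more than 30% in the related APOBEC3A deaminase screen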;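 note: plate controls were DMSO wells with A3G for no effect and wells lacking A3G enzyme for full effect; some compounds called inactive have numbers as strong as hits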
hIAP block – blocks human intestinal alkaline phosphatase. purified IAP, CDP-Star luminescence, 30 min. P09923. 0.12% of 330,000 active. AID 2544. inhibition, % at 10 µM;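 active = inhibition reaching a set limit with compound at 10 µM in the primary screen, cut at about 35% in these data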;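 note: plate controls were DMSO wells with enzyme for no effect and no-enzyme buffer wells for full effect; values of inactives mirror those of a sister screen read the other way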
Target sequence (P09923 whole entry, looked up): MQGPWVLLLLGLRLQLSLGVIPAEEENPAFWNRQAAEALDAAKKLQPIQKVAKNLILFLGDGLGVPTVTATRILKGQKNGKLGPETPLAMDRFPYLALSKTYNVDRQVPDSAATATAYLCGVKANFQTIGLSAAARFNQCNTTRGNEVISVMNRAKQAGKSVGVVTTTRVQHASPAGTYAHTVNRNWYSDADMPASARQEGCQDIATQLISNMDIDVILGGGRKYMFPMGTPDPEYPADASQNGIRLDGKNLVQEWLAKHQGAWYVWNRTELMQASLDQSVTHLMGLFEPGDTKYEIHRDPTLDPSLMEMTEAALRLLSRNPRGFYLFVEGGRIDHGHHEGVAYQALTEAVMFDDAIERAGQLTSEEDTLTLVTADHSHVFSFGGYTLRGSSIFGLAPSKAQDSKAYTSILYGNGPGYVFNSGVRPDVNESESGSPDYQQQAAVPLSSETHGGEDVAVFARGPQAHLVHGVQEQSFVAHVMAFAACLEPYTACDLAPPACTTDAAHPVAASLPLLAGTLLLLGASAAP
APOBEC3A inh – blocks human APOBEC3A ssDNA deamination; 0.41% of 330,000 active; recombinant A3A, FAM/TAMRA ssDNA deamination fluorescence; inhibition, % at 20 µM;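 active = at least 40% inhibition at 20 µM here, with at most 30% in a related deaminase screen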;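 note: plate controls were A3A with DMSO for no effect and wells lacking A3A enzyme for full effect; some results filed as inactive read as strong as hits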
Target sequence (P31941 whole entry, looked up): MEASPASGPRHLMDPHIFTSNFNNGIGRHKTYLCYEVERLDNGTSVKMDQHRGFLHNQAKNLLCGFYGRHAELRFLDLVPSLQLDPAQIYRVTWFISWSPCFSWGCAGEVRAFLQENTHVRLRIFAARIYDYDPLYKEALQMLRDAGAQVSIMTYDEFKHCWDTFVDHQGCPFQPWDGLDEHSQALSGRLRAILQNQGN
hIAP activ – increases human intestinal alkaline phosphatase activity; P09923; purified human IAP, CDP-Star luminescence, 30 min; hits give high values; 1 = vehicle-only enzyme, 0 = enzyme-free background; activation factor at 10 µM; 0.16% of 330,000 active;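 active = activation factor of the enzyme at least 2-fold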; note: the source names both 10 and 20 µM as test concentration; values of inactives mirror those of a sister screen read the other way
NLRP3 yeast inh – blocks the NALP3 inflammasome reconstituted in yeast. Yeast reconstituted NLRP3/ASC/caspase-1, beta-gal luminescence, 24 h. inhibition, % at 10 µM. 0.39% of 330,000 active;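 active = inhibition of 50% or more; inactive = inhibition below 50%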;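 note: plate controls were induced DMSO wells for no effect and uninduced yeast grown without galactose for full effect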
SENP1 FRET inh – blocks the human SENP1 SUMO protease catalytic domain. 0.21% of 360,000 active. recombinant SENP1 catalytic domain, CyPet-SUMO1-YPet FRET cleavage. inhibition, % at 10 µM;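 active = inhibition at least 30% at 10 µM, raw YFP signal under a set limit, fluorescence ratio 0.5 to 1.5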;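 note: 0% = enzyme with DMSO and 100% = no enzyme wells; some results filed as inactive read as strong as hits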
Target sequence (Q9P0U3 419-644 limits assumed): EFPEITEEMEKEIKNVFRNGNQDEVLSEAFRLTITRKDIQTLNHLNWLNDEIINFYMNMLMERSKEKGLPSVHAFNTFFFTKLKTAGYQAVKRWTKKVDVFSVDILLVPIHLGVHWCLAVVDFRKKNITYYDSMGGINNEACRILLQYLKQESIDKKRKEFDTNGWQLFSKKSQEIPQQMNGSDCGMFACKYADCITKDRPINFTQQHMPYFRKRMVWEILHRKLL
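Material – human SENP1 catalytic domain · Input – SENP1 enzyme, 20 pM final · Compound dosing – single concentration of 10 µM compound, 0.5% DMSO final · Timing – enzyme reaction for 50 min at room temperature, dark · Measured by – FRET fluorescence in CFP and YFP emission channels · Control set – no-enzyme wells low, DMSO-plus-enzyme wells high control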
Numbers without * were called inactive. Only part of the results is shown, so the mix of outcomes need not match the whole.

1) C=CCNC(=O)/C(=C\c1ccc(OC)cc1)NC(=O)c1ccc([N+](=O)[O-])cc1
2) CCOc1ccc(OCC)c(NC(=O)C2CCN(c3nn4c(=O)cc(C)nc4s3)CC2)c1
3) COc1ccc(-c2oc3ncn4nc(Cc5ccccc5)nc4c3c2-c2ccc(OC)cc2)cc1
4) CC(c1ccon1)N(C)Cc1c(C(=O)N(C)Cc2ccccc2)nc2ccccn12 (stereo not given)
5) O=C(Cn1c(=O)c2c3c(sc2n(Cc2ccccc2)c1=O)CCCC3)NCCO
6) COC(=O)c1sc(N2CCN(Cc3ccccc3)CC2)nc1N

Compound	1	2	3	4	5	6
mIAP act	1	0.96	0.95	0.97	1.1	0.94
MIN6 prolif	-1	-5	-4	6	-3	-4
mIAP block	-3	4	5	3	-6	6
A3G deaminase	-2	-2	-2	-4	-1	-9
hIAP block	4	2	-2	-17	-3	13
APOBEC3A inh	2	5	0	-2	1	-5
hIAP activ	0.96	0.98	1	1.2	1	0.87
NLRP3 yeast inh	8	13	-6	4	13	12
SENP1 FRET inh	10	0	3	-1	3	2

7) Cc1cc(=O)[nH]c(Nc2cccc(Cl)c2C)n1
8) O=C(NCc1ccco1)c1ccc(NC(=O)C2COc3ccccc3O2)cc1 (stereo not given)
9) CCOc1cc(C(=O)N[C@@H](C)C(=O)N2CCC3(CC2)NCCc2[nH]cnc23)cc(OCC)c1OCC
10) CCCc1cc(NCCCN(C)C)n2c(nc3ccccc32)c1C#N
11) CC(=O)c1cccc(NC(=O)C2C3C=CC(C4CC34)C2C(=O)O)c1 (stereo not given)
12) CN(C)CCNC(=O)/C(=C/c1ccc(-c2cccc([N+](=O)[O-])c2)o1)NC(=O)c1ccccc1

Compound	7	8	9	10	11	12
mIAP act	0.98	1.1	1.1	1	0.92	0.96
MIN6 prolif	1	-1	-3	-1	-1	-5
mIAP block	2	-8	-7	0	8	4
A3G deaminase	-5	-6	-3	-5	-6	0
hIAP block	-1	-10	-21	-24	13	-5
APOBEC3A inh	-2	0	-5	0	-4	2
hIAP activ	1	1.1	1.2	1.2	0.87	1.1
NLRP3 yeast inh	4	11	0	2	14	-16
SENP1 FRET inh	-1	1	1	-85	1	-7

13) CC(OC(=O)Cc1n[nH]c(=O)c2ccccc12)C(=O)Nc1cccc([N+](=O)[O-])c1 (stereo not given)
14) CSCCC(NS(=O)(=O)c1cccs1)C(=O)NCc1ccc(C)cc1 (stereo not given)
15) COc1ccc(NC(=O)C2CCCCN2S(=O)(=O)c2ccc(F)cc2)c(OC)c1 (stereo not given)
16) Cc1cccc(C(=O)Nc2nnc(S(=O)(=O)N3CCC(C)CC3)s2)c1
17) CC1CCCN(Cc2nc3c(c(=O)n(C)c(=O)n3C)n2CCc2ccccc2)C1 (stereo not given)
18) COC(=O)c1ccccc1NC(=O)CNc1cc(OC)c(OC)cc1C

Compound	13	14	15	16	17	18
mIAP act	1	1.1	0.94	0.92	0.98	1
MIN6 prolif	-1	0	2	-2	1	-6
mIAP block	0	-9	6	8	2	-2
A3G deaminase	-12	-4	2	-7	-4	-4
hIAP block	-13	6	6	-14	8	-4
APOBEC3A inh	4	-6	4	-3	-3	-2
hIAP activ	1.1	0.94	0.94	1.1	0.92	1
NLRP3 yeast inh	-5	13	4	4	12	5
SENP1 FRET inh	2	0	1	-16	-2	7

19) COc1cccc(-n2nc(-c3ccnn3-c3cccc(Cl)c3)c(=O)n(C)c2=O)c1
20) COc1ccc(CC(=O)Nc2ccc(/C(C)=N/NC(=O)c3cccc([N+](=O)[O-])c3)cc2)cc1
21) CN(C(=O)CSc1nnc(Nc2ccccc2)s1)C1CCS(=O)(=O)C1 (stereo not given)
22) CC(=O)Nc1ccc(NC=C(C#N)C#N)cc1
23) CC(=O)/C(=N\Nc1ccccc1Cl)Sc1nnc(-c2ccccc2)n1-c1ccccc1
24) COc1cc(CC(=O)OCC(=O)Nc2ncc(Cl)cc2Cl)cc(OC)c1OC

Compound	19	20	21	22	23	24
mIAP act	1	0.99	1	0.98	0.92	1
MIN6 prolif	2	0	-4	-2	-1	-2
mIAP block	-5	1	-1	2	8	-1
A3G deaminase	-1	-4	-4	-7	0	-6
hIAP block	-10	-6	1	12	-3	-3
APOBEC3A inh	-9	-1	0	-4	-3	-2
hIAP activ	1.1	1.1	0.99	0.88	1	1
NLRP3 yeast inh	-6	-3	7	3	20	25
SENP1 FRET inh	2	0	1	3	1	0

At a glance, some entries already given.
23) CC(=O)/C(=N\Nc1ccccc1Cl)Sc1nnc(-c2ccccc2)n1-c1ccccc1
24) COc1cc(CC(=O)OCC(=O)Nc2ncc(Cl)cc2Cl)cc(OC)c1OC

Compound	23	24
mIAP act	0.92	1
MIN6 prolif	-1	-2
mIAP block	8	-1
A3G deaminase	0	-6
hIAP block	-3	-3
APOBEC3A inh	-3	-2
hIAP activ	1	1
NLRP3 yeast inh	20	25
SENP1 FRET inh	1	0

Later entries:
25) Clc1ccc(CSc2nnc(-c3c[nH]c4ccccc34)o2)cc1
26) CCCCc1ccc(NC(=S)N2CCN(c3ncccn3)CC2)cc1
27) O=C(N/C(=C\c1cccc([N+](=O)[O-])c1)C(=O)N1CCOCC1)c1ccco1
28) CC(C)c1cc(C(N)=O)c(NC(=O)c2cccc(COc3ccc(Br)cc3)c2)s1
29) Cc1ccccc1NC(=S)N(CCCN1CCOCC1)Cc1cccs1
30) CC1OC(Oc2c(-c3cc(O)c(O)c(O)c3)oc3cc(O)cc(O)c3c2=O)C(O)C(O)C1O (stereo not given)

Compound	25	26	27	28	29	30
mIAP act	1	1	0.98	0.93	0.95	0.86
MIN6 prolif	-3	2	0	-6	0	-5
mIAP block	-4	0	2	8	5	14
A3G deaminase	-3	-5	-6	-4	-7	-7
hIAP block	-11	7	11	-2	7	-11
APOBEC3A inh	-1	-5	-1	-3	-5	3
hIAP activ	1.1	0.93	0.89	1	0.93	1.1
NLRP3 yeast inh	22	15	34	38	-3	10
SENP1 FRET inh	0	6	4	-8	2	10

31) O=S(=O)(NCc1cccnc1)c1cccc2cccnc12
32) CC(=O)Nc1cccc(N(C)S(C)(=O)=O)c1
33) O=C(O)CC1(CC(=O)NCc2cccc(Cl)c2)CCCCC1
34) Nc1nc(SCC(=O)NCCCO)nc2sc3c(c12)CCC3
35) Cc1ccccc1OCC(=O)Nc1ccc2c(c1)OCCO2
36) COc1ccccc1C(=O)ON=C1c2ccccc2-c2ccccc21

Compound	31	32	33	34	35	36
mIAP act	1	1.1	0.97	1.1	1	0.95
MIN6 prolif	-2	-1	1	0	1	3
mIAP block	0	-6	3	-5	0	5
A3G deaminase	-5	-5	-6	-5	10	-6
hIAP block	6	-16	5	-21	16	17
APOBEC3A inh	-2	-1	15	-4	11	1
hIAP activ	0.94	1.2	0.95	1.2	0.84	0.83
NLRP3 yeast inh	-10	-17	12	-1	32	15
SENP1 FRET inh	2	2	1	1	1	-1

37) O=C(Cn1nc(Cc2cccnc2)c2ccccc2c1=O)N1CCN(c2ccccn2)CC1
38) COc1ccc(CCN(C)C(=O)CN2C(=O)NC3(CCCc4ccccc43)C2=O)cc1OC (stereo not given)
39) COc1ccc(Nc2cc(C(=O)NCCCN3CCOCC3)c3ccccc3n2)cc1OC
40) C=CCn1c2ccccc2c2n[nH]c(=S)nc21
41) CCCCCn1c(-c2ccco2)nc2nc3ccccc3nc21
42) O=C(COC(=O)c1ccc(O)cc1O)NC1CC1

Compound	37	38	39	40	41	42
mIAP act	1	1.1	0.89	0.9	0.91	1.1
MIN6 prolif	-3	1	-1	-4	-3	-5
mIAP block	0	-10	11	10	9	-13
A3G deaminase	-6	6	-7	3	-6	-7
hIAP block	0	-13	20	-9	6	-4
APOBEC3A inh	-1	2	-4	-8	-1	-2
hIAP activ	1	1.1	0.8	1.1	0.94	1
NLRP3 yeast inh	20	3	4	8	26	23
SENP1 FRET inh	2	1	3	0	-36	2

43) COc1ccc2nc3c(c(-c4ccccc4)c2c1)CCC3
44) CC1CCCN(c2c([N+](=O)[O-])c(=O)oc3ccccc23)C1 (stereo not given)
45) O=c1[nH]ncc(N2CCCCC2)c1Cl
46) COc1ccc(CNC(=O)C2CCCN2S(=O)(=O)c2ccc(Cl)cc2)cc1 (stereo not given)
47) Cc1cc(C)c(S(=O)(=O)N2CCN(c3ccc([N+](=O)[O-])c(-n4nc(C)cc4C)c3)CC2)c(C)c1
48) CC(C)[C@@H]1CC[C@@H](C)C[C@H]1OC(=O)C[n+]1cc(-c2ccc(Cl)cc2)n2c1CCCCC2

Compound	43	44	45	46	47	48
mIAP act	0.96	1	0.98	1.1	0.82	1.4
MIN6 prolif	-2	3	-1	-2	-5	-4
mIAP block	4	-3	2	-11	18	-36
A3G deaminase	6	-5	-1	0	-4	-6
hIAP block	0	-4	-10	-11	10	-67
APOBEC3A inh	7	1	3	-2	1	-2
hIAP activ	1	1	1.1	1.1	0.9	1.7
NLRP3 yeast inh	44	22	5	-14	4	24
SENP1 FRET inh	-1	-1	-2	0	1	0

Fetched by structure from above (two):
45) O=c1[nH]ncc(N2CCCCC2)c1Cl
46) COc1ccc(CNC(=O)C2CCCN2S(=O)(=O)c2ccc(Cl)cc2)cc1 (stereo not given)

Compound	45	46
mIAP act	0.98	1.1
MIN6 prolif	-1	-2
mIAP block	2	-11
A3G deaminase	-1	0
hIAP block	-10	-11
APOBEC3A inh	3	-2
hIAP activ	1.1	1.1
NLRP3 yeast inh	5	-14
SENP1 FRET inh	-2	0

Other entries
49) CC(Cc1cccs1)NC(=O)Nc1ccccc1 (stereo not given)
50) COc1ccc(CCNC(=O)CCn2c(SCC#N)nc3ccccc3c2=O)cc1OC
51) CCCCCc1cc(=O)oc2c(C(CCN3CCCCC3)c3cc(OC)c(OC)c(OC)c3)c(OC)cc(OC)c12 (stereo not given)
52) CCOC(=O)NN1C(=O)c2ccccc2NC1c1ccc(OC)cc1OC (stereo not given)

Compound	49	50	51	52
mIAP act	1.1	0.95	1.1	0.99
MIN6 prolif	-1	-2	-9	1
mIAP block	-11	5	-6	0
A3G deaminase	-2	1	-8	-7
hIAP block	0	2	12	2
APOBEC3A inh	1	-1	1	-3
hIAP activ	1	0.98	0.88	0.98
NLRP3 yeast inh	8	9	21	10
SENP1 FRET inh	2	3	-2	-10

Single entries from the list.
MIN6 prolif with compound 49 reads -1
MIN6 prolif with compound 52 reads 1
NLRP3 yeast inh with compound 51 reads 21
NLRP3 yeast inh with compound 50 reads 9

High-throughput results deposited in PubChem BioAssay by Sanford-Burnham Center for Chemical Genomics.
